High-throughput results as filed in PubChem.
NPYLR7 agonist = activates Aedes aegypti NPYLR7 receptor; HEK293T NPYLR7/Galpha15, GCaMP6s calcium fluorescence; activation, % at 10 µM; actives 0.15% (n = 270,000); AID 1259423; in the data active means activation above about 40%;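 further: 0% = vehicle and 100% = reference agonist at the receptor; some compounds past the cut are filed as inactive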
mcGAS lum = mouse cGAS inhibition by luminescence | recombinant cGAS, Kinase-Glo ATP depletion luminescence | inhibition, % at 12.5 µM | actives 0.15% (n = 160,000);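 further: 0% = negative control wells and 100% = reference inhibitor with no enzyme activity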
hcGAS inh = blocks human cGAS activity; actives 0.081% (n = 290,000); Q8N884; inhibition, % at 12.5 µM; recombinant h-cGAS, ATP depletion, Kinase-Glo luminescence;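 further: 0% = vehicle reaction and 100% = reaction without DNA for no activity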
Target sequence (Q8N884 whole entry, looked up): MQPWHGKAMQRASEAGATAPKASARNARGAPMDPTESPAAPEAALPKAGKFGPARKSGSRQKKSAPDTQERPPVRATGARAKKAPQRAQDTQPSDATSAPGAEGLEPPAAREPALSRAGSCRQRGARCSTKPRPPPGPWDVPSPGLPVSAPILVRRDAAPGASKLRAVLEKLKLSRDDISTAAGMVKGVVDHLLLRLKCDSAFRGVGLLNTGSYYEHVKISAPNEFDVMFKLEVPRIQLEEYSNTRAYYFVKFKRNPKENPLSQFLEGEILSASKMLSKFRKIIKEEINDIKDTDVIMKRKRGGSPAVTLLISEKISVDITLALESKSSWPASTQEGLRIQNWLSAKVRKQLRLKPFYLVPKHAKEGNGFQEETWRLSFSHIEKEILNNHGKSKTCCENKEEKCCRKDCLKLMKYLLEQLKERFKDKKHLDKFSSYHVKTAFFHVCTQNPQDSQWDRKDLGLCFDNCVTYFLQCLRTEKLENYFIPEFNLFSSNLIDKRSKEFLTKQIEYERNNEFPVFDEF
An asterisk follows results filed as active; . = not tested or not shown; & = joins results of further samples; ! = a repeat was not active. Unless noted, no stated cut-off is given here; in the data, active means inhibition above about 40%; inactive means the rest.

Start of the listing, in advance:
Value order: NPYLR7 agonist	mcGAS lum	hcGAS inh
> COc1cccc(C(=O)Nc2ccc(-n3nc(OCc4ccc(F)cc4)nc3-c3ccccc3F)cc2)c1
→ -10	2	-1
> CCCN(CC1CC1)c1nc(C)nc(Nc2c(Cl)cc(Cl)cc2Cl)c1Cl
→ -4	-5	-6
> Cc1ccc(-c2nc3scc(CCNS(=O)(=O)c4ccc5ccccc5c4)n3n2)cc1
→ -8	-7	-6
> CC(=O)c1ccccc1-c1cccc(C(=O)NC(C)C)c1
→ 4	.	-4
> COc1ccc(F)cc1Cn1nnc(-c2ccc(F)cc2)n1
→ -2	.	-14
> COc1cc(Cn2ccnc2-c2nccn2C)cc(OC)c1OC
→ 10	.	-1

This part in full, previewed entries included:
Value order: NPYLR7 agonist	mcGAS lum	hcGAS inh
> COc1cccc(C(=O)Nc2ccc(-n3nc(OCc4ccc(F)cc4)nc3-c3ccccc3F)cc2)c1
→ -10	2	-1
> CCCN(CC1CC1)c1nc(C)nc(Nc2c(Cl)cc(Cl)cc2Cl)c1Cl
→ -4	-5	-6
> Cc1ccc(-c2nc3scc(CCNS(=O)(=O)c4ccc5ccccc5c4)n3n2)cc1
→ -8	-7	-6
> CC(=O)c1ccccc1-c1cccc(C(=O)NC(C)C)c1
→ 4	.	-4
> COc1ccc(F)cc1Cn1nnc(-c2ccc(F)cc2)n1
→ -2	.	-14
> COc1cc(Cn2ccnc2-c2nccn2C)cc(OC)c1OC
→ 10	.	-1
> O=C(c1cc(-c2ccc(F)cc2)nc2cc(-c3ccccc3)nn12)N1CCN(c2ccccc2Cl)CC1
→ 8&20	-8&-6	-7&-3
> CC(NC(=O)CN1CCc2ccccc2C1)c1cn2ccsc2n1 (stereo not given)
→ -5	-7	0
> O=C1Nc2ccccc2C1=NN=Cc1ccc2c(c1)OCO2
→ -5	.	-7
> CCOC(=O)c1nc2cc(Cl)c(Cl)cc2nc1N1CCN(C(=O)CCc2ccccc2)CC1
→ .	-4	1
> CC(=O)N1CCc2cc(NC(=O)CSc3nncn3C)ccc21
→ 14	.	-4
> O=C(Nc1ccccc1F)c1csc(CSc2nnc(-c3ccco3)n2-c2cc(Cl)ccc2Cl)n1
→ 22	-5	-2
> NC(=O)c1nc(-c2cccs2)nc2c1[nH]c(=O)n2-c1cccc(Cl)c1
→ 2	.	6
> CCCNc1nc(SC)nc2c1cnn2CCNC(=O)/C=C\c1ccc2c(c1)OCO2
→ .	0	-1
> O=C(O)C1(CCOc2ccccc2)CCN(c2ncnc3[nH]ccc23)CC1
→ 9	-15	-6
> O=S(=O)(c1cccc2ccccc12)N1CC(c2cccnc2)C1
→ 0	.	4
> O=C(CSc1ccc(Br)cc1)NCc1ccc(N2CCOCC2)nc1
→ 9	.	-3
> Cc1ccccc1OCC(O)CN(Cc1ccccc1Cl)CC1CC(c2ccc(F)cc2)=NO1 (stereo not given)
→ -2	-4	-1
> O=C(Nc1cccc(-c2nn[nH]n2)c1)N1CCCC1Cc1ccccc1 (stereo not given)
→ 1	.	-12
> C=CCN(Cc1cnc(-c2cccc(C)c2)nc1)Cc1ccco1
→ 12	-17	-5
> COCC(=O)Nc1cc(C)nn1-c1ncnc2c1cnn2-c1ccc(C)c(C)c1
→ 9	-6	2
> Cc1c(C#N)c(N=Cc2c(O)[nH]c(=O)[nH]c2=O)n(C2CCCCC2)c1C
→ 13	-8	-12
> O=S1(=O)CCC(NC(=S)SCc2cccc(F)c2)C1 (stereo not given)
→ -2	.	1
> CCS(=O)(=O)c1ccccc1C(=O)NCc1cccc(C(=O)N2CCCC2)c1
→ 0	.	-1
> Clc1ccc(-c2nc(NCCC(c3ccccc3)c3ccccc3)c3ccccc3n2)cc1
→ -1	-5	-4
> COCc1nn2c(=O)c(NC(=O)c3ccc(C)cc3)cnc2s1
→ 0	-9	-18
> CC1CCCCC1OCCN1CCCC(c2ccnn2CCO)C1 (stereo not given)
→ 5	.	-4
> CCS(=O)(=O)Nc1cccc(C2=NN(S(C)(=O)=O)C(c3cccc(C)c3)C2)c1 (stereo not given)
→ 2	.	-1
> COC(=O)c1ccc(CC2(C)C(=O)Nc3ccc(OC)cc32)o1 (stereo not given)
→ 0	1	2
> O=C(CN(C(=O)NCc1ccccc1)C1CC1)N(CCc1c[nH]c2ccccc12)Cc1ccc(Cl)c(Cl)c1
→ .	-5	-9
> Cc1cccc2nc(CSc3nncn3-c3ccccc3F)cc(=O)n12
→ -3	-1	2
> CCN1C(=O)C=CC1=O
→ -3	-5	-7
> O=C(c1ccc2c(c1)OCO2)C1CCCN(C(=O)c2scc3c2CCCC3)C1 (stereo not given)
→ 17	.	-9
> CC(CCc1ccccc1)NC(=O)c1cc(-c2ccco2)nn1-c1ccccc1Cl (stereo not given)
→ 15	-5	-11
> Cc1cc(C)c(-c2nc3cc(NC(=O)c4ccc(Cl)c(Cl)c4)ccc3o2)c(C)c1
→ 1	-3	0
> COc1cccc(CCC2CCCN(C(=O)CCc3n[nH]c(C)n3)C2)c1 (stereo not given)
→ 9	-11	-3
> CCCNC(=O)N1CCC2(CC1)C(=O)Nc1ccccc12
→ 0	-10	-5
> CCCCCC(=O)Nc1c(-c2ccc(OC)c(OC)c2)nc2ccc(C)cn12
→ -3	-8	-9
> CCCCCN(C(=O)C(Cl)c1ccccc1)C(C)c1nc2ccccc2c(=O)n1-c1ccccc1OCC (stereo not given)
→ -4	-6	-12
> O=C(NC1CCCc2ccccc21)c1ccc(-c2cc(-c3ccc(Cl)cc3)[nH]n2)cc1 (stereo not given)
→ 21	2	4
> Cc1cc(F)ccc1S(=O)(=O)N1CCNC(C(=O)O)C1 (stereo not given)
→ -2	.	1
> O=C(c1cccnc1Oc1cccc([N+](=O)[O-])c1)N1CCCCC1
→ -8	-4	-3
> CCOC(=O)c1ccc2c(c1)nc(SCc1cccc(C(=O)OC)c1)n2Cc1cccc(F)c1
→ -6	-7	-7
> CC(Cc1ccc2c(c1)OCO2)CN1CCn2c(nnc2C(=O)N2CCOCC2)C1 (stereo not given)
→ 14	.	-7
> CCN(CC)P(=Nc1ccccc1)(c1c(C)nc2ccccn12)N(CC)CC
→ 5	.	-14
> CN(Cc1n[nH]c2c1CCCCC2)C(=O)c1cc(COc2cccc3cccnc23)on1
→ 17	.	-1
> CC(C)CC1NC(=O)N(CC(=O)N(C(C)C)C(C)C)C1=O (stereo not given)
→ 3	-3	0
> CCn1ncnc1C1CC(=O)Nc2c1c(-c1ccccn1)nn2C (stereo not given)
→ 13	.	-5
> CCNc1nc(C)c(C(=O)N2CCC3(CC2)C(=O)N(C)c2ccccc23)s1
→ 13	.	-11
> CCc1nn2c(nnc3c(=O)n(C(C)C(=O)O)ccc32)c1-c1ccc(Cl)cc1 (stereo not given)
→ 3	.	-5
> CN(CC(=O)NCC(F)(F)F)S(=O)(=O)c1ccc(F)cc1Cl
→ 4	.	-5
> O=C(Nc1cccc(F)c1)c1n[nH]c(CCc2ccccc2)n1
→ 4	-12	-8
> CCc1nc(SC(C)C(=O)Nc2cc(Cl)cc(Cl)c2)n[nH]1 (stereo not given)
→ 16	-16	-10
> O=C(NCC(=O)N1CCC(C(=O)N2CCCCC2)CC1)Nc1c(F)cccc1F
→ 16	-4	-4
> CC1CCCCC1NC(=O)Nc1cn(C)c2ccccc12 (stereo not given)
→ 3	-11	-9
> O=C(C1CC1)N(CCN1CCOCC1)Cc1c(-c2ccccc2)noc1N1CCCCC1
→ 9	-7	-4
> COCCN(CC(=O)N(CCc1c[nH]c2ccccc12)Cc1ccc(F)cc1)C(=O)C(C)(C)CCl
→ 7	-4	-5
> COc1ccc(C(C)C(=O)N2CCN=C2SC)cc1 (stereo not given)
→ -5	.	0
> COc1ccccc1C(=O)C1CCCN(C(=O)c2csc3c2CCCC3)C1 (stereo not given)
→ 7	-10	-7
> C=CCn1c(SCC(=O)NC(C)C(=O)NCCC)nc2scc(-c3ccc(C)cc3)c2c1=O (stereo not given)
→ 0	.	-5

Later entries
Value order: NPYLR7 agonist	mcGAS lum	hcGAS inh
> CN(Cc1ccccc1)Cc1nc2c(c(=O)n(C)c(=O)n2C)n1Cc1ccc(Cl)cc1Cl
→ -2	.	-7
> Clc1ccc(-c2nc(CSCc3cccs3)cs2)cc1
→ 23	-4	-5
> CC(C)(C)COC(=O)N[C@H]1[C@H](O)[C@@H]2O[C@H]1c1ccccc12
→ 1	-5	-1
> COCCN(CC(=O)N(CCc1c[nH]c2ccccc12)Cc1ccc(F)cc1)C(=O)Nc1ccc(C)c(C)c1
→ -2	-7	6
> CC(C(=O)NC1CCCCCC1)n1c(NCCO)nc2ccccc21 (stereo not given)
→ -2	-11	-4
> CCOc1ccc(OCCCOc2ccc(C)cc2)cc1
→ -1	.	-10
> CCNC(=O)N[C@H]1CCN(C)C[C@@H](O)C1
→ 10	-4	-4
> Cc1cnc(C)c(N2CCN(C(=O)CCC3(Cc4ccc(Cl)cc4)CCC(=O)N3)CC2)n1 (stereo not given)
→ 4	-8	-3
> COc1cccc(CC2CN(C(=O)CCc3c(C)noc3C)CCO2)c1 (stereo not given)
→ 4	.	-1
> COc1cc(OC)cc(C(=O)N2CCC3(CC2)C(=O)N(CC(=O)NC(C)c2ccccc2)CN3c2ccccc2)c1 (stereo not given)
→ 21	-6	-9
> Cc1ccc(NC(=O)Cn2c(=O)n(Cc3ccco3)c(=O)c3sc4ccccc4c32)c(C)c1
→ -4	-11	-7
> CN(C)CCCNS(=O)(=O)c1ccc(S(=O)(=O)N2CCCC2)cc1
→ 15	.	-9
> COc1ccc(OC)c(NC(=O)c2nn(-c3ccc(C)cc3)c(=O)cc2OC)c1
→ 7	-6	-6
> COC(=O)[C@@H]1C[C@@H](N(C)C)CN1C(=O)CC(=O)Nc1ccc(C)cc1
→ 7	-14	-5
> CCC(C)OC(=O)C1=C(C)NC2=C(C(=O)CC(c3ccccc3)C2)C1c1cccc2ccccc12 (stereo not given)
→ 3	-5	-2
> Cc1cccn2c(=O)nc(SCc3cccc(F)c3)nc12
→ 4	.	-4
> CCOC(=O)C1CCCN(c2nc3nonc3nc2N2CCSCC2)C1 (stereo not given)
→ 45*!	-3	-9&-4
> C=CCNC(=S)NS(=O)(=O)c1ccc(Cl)s1
→ 13	.	-5
> O=C(Cn1c2ccccc2c(=O)c2ccccc21)Nc1ccc(Oc2ccccc2)cc1
→ -5	.	-2
> COc1cc2sc(C)[n+](C)c2c2ccccc12
→ 3	.	-6
> COc1ccc(OC)c(S(=O)(=O)NC(=O)C2(C)CCN2C(=O)Cc2cccc3ccccc23)c1 (stereo not given)
→ 5	.	2
> CCCc1cc(C(=O)OCC)c(NC(=O)c2cc(Cl)cc(Cl)c2)s1
→ 11	-5	-7
> O=C(Nc1ccc(-c2nnc3n2CCCCC3)cc1)C1Cc2cc(Cl)ccc2O1 (stereo not given)
→ 3	-5	-5
> O=C(Nc1c(F)cc(Br)cc1Br)N[C@@H](Cc1ccccc1)C(=O)N1CCC(C(=O)N2CCCCC2)CC1
→ -3	2	2
> O=C(NCCc1ccccc1)N1CCN(c2c3c(nc4ncnn24)CCCC3)CC1
→ 23	-6	-2
> CCOC(=O)c1nn(-c2ccc(F)cc2)c(=O)cc1N1CCC(Cc2ccccc2)CC1
→ 9	.	-4
> CS(=O)(=O)N1CCCC1C(=O)NCc1nncn1-c1ccccc1 (stereo not given)
→ -1	.	0
> Cn1nnc2c(NCc3ccc(Cl)cc3)ncnc21
→ 17	.	-7
> CCCCN(CC(=O)N1c2ccccc2-n2cccc2C1c1ccc(C)cc1)C(=O)/C=C/c1ccccc1 (stereo not given)
→ 26	-1	2
> COc1ccc(C)cc1NC1CCCN(S(=O)(=O)c2ccc(C)cc2)C1 (stereo not given)
→ 3	.	4

Entries of single compounds, looked up by structure. Screens in order: NPYLR7 agonist, mcGAS lum, hcGAS inh
CS(=O)(=O)N1CCCC1C(=O)NCc1nncn1-c1ccccc1 (stereo not given) in the list: -1, ., 0
CCCCN(CC(=O)N1c2ccccc2-n2cccc2C1c1ccc(C)cc1)C(=O)/C=C/c1ccccc1 (stereo not given) in the list: 26, -1, 2

(next part)
Value order: NPYLR7 agonist	mcGAS lum	hcGAS inh
> Cc1nnc(NC(=O)CSc2nnc(NC(=O)c3ccccc3I)s2)s1
→ -1	.	4
> O=C(NCCN1CCOCC1)c1csc(CSc2nnc(-c3ccccc3Cl)n2-c2ccccc2F)n1
→ 4	-2	4
> COc1ccc(Cl)cc1NC(=O)C(C)OC(=O)Cn1cc(C(F)(F)F)ccc1=O (stereo not given)
→ 6	.	3
> O=C(CN1c2cccc3cccc(c23)S1(=O)=O)N1CCc2ccccc21
→ 1	.	16
> Cc1cnccc1CN(C)C(=O)C(C)(C)NC(=O)c1cccs1
→ 28	-17	-6
> Cc1cn2c3c(=O)n(CCc4ccccc4)c(=O)n(C)c3nc2n1CCN1CCOCC1
→ 1	-8	-3
> CCNC(=O)[C@@H]1C[C@H](N)CN1C(=O)c1c(Cl)cnn1CC
→ -1	-15	-3
> CCOc1ccc(-c2ccnc(N3CCN(C(=O)c4cc(Cl)cc(Cl)c4)CC3)n2)cc1
→ 23	-5	-6
> COCCN(CC(=O)N(CCc1c[nH]c2ccccc12)Cc1ccc(C(F)(F)F)cc1)S(=O)(=O)c1ccc(Br)cc1
→ 7	0	5
> COc1cccc2c1OCCCN(C(=O)c1cn(C/C=C/c3ccccc3)nn1)C2
→ 10	.	-5
> COc1ccc(OC)c(C2SC(C)C(=O)N2CCN(C)C(=O)Nc2ccccc2OC)c1 (stereo not given)
→ 17	-4	-16
> CCNC(=S)N1CCC(C(NC(=O)c2ccc(C)cc2)C(=O)NC(C)CC)CC1 (stereo not given)
→ -5	0	2
> CC(CNC(=O)N(C)Cc1cnccn1)Cc1cccs1 (stereo not given)
→ 4	.	-6
> O=C(Cc1cccc2ccccc12)NNC(=O)c1ccc(Cl)s1
→ 6	.	-8
> OCCOCCN1CCCC1c1ccc(F)cc1 (stereo not given)
→ 4	-12	-4
